KDM4C inh: KDM4C (human) demethylase inhibition; GST-KDM4C 2-372, H3K9me3 peptide, LANCE TR-FRET; inhibition, % at 12.5 µM; 96,000 compounds, 0.15% hits; Q9H3R0;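 active means mean replicate inhibition above about 25%, with at least 55% of replicates also reaching it, limit read from the data, passing the limit was not always enough; inconclusive means only one of those two conditions met; inactive means neither condition met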
Target sequence (Q9H3R0 2-372 limits assumed): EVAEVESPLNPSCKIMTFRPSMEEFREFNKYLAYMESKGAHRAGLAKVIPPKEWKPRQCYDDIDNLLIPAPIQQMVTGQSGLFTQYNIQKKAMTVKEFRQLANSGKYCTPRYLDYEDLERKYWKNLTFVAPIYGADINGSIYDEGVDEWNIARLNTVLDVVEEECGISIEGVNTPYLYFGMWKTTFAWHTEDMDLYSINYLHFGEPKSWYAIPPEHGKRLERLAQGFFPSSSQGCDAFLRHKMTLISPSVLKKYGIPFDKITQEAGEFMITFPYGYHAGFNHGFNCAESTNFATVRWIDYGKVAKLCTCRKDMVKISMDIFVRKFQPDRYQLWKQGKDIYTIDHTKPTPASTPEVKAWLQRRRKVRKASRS
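Material: GST-tagged GASC-1 (JMJD2C) catalytic fragment, aa 2-372. Input: enzyme final amount 10 nM. Medium: HEPES buffer, pH 7.5, plus ascorbate. Reagent: H3K9me3 peptide substrate, Fe(II), 2-oxoglutarate. Doses: single dose. Times: reaction 30 min RT, detection step 1 h RT. Measured by: LANCE TR-FRET. Evaluation: Fall in 671/618 emission ratio as inhibition.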
Tcruzi prolif: blocks T. cruzi growth in NIH3T3 culture | 77,000 compounds, 5.9% hits | T. cruzi beta-gal in NIH3T3, GalScreen luminescence, 90 h | inhibition, % at 8.34 µM;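 active means mean inhibition above about 93%, with at least 55% of replicates each passing it, limit read from the data, passing the limit was not always enough; inconclusive means only one of those two conditions holds; inactive means neither condition holds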
C diff HTS: blocks growth of Clostridium difficile. 86,000 compounds, 0.25% hits. growth activity, negative = inhibition, % at 16 µg/mL (by protocol). Clostridium difficile clinical isolate growth, OD600, 24 h; active compounds read low;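 active means mean growth activity at or below -80% and every replicate also at or below -80%; inconclusive means mean at or below -80% but some replicate above -80%; inactive means mean growth activity above -80%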;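 further: 0% = DMSO wells and -100% = levofloxacin 16 µg/mL wells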
Pf Dd2 inh: inhibitors of Plasmodium falciparum Dd2 growth. P. falciparum Dd2 growth, SYBR Green, 72 h; active compounds read low. activity change, % at 10 µM. 94,000 compounds, 2.3% hits. AID 1159554; in the data active means activity change below about -80%; inconclusive means no clear call, values can overlap the other calls
* hit, by the source's call; ? = inconclusive; · = not tested or not shown; & = joins results of further samples.

SMILES | KDM4C inh | Tcruzi prolif | C diff HTS | Pf Dd2 inh
CCC(=O)NC[C@H]1[C@@H](c2ccc(C3=CCCC3)cc2)[C@@H](CO)N1C(=O)CN(C)C | 3.8 | · | 1 | -20
C[C@H]1CN([C@@H](C)CO)C(=O)c2cc(C#Cc3ccc(F)cc3)cnc2O[C@H]1CN(C)C(=O)c1ccccc1F | -2.7 | 15 | 2 | -47
C[C@@H]1CCCCO[C@H](CN(C)Cc2ccc3c(c2)OCO3)[C@@H](C)CN([C@H](C)CO)C(=O)c2cc(N(C)C)ccc2O1 | -0.9 | 64 | 2 | -3
COc1ccc(-c2cnc3c(c2)C(=O)N([C@H](C)CO)C[C@@H](C)[C@@H](CN(C)C(=O)C2CCCCC2)O3)cc1 | -1.8 | · | -2 | -8
COc1cccc(S(=O)(=O)N(C)C[C@H]2Oc3ncc(-c4cccc(C(=O)N(C)C)c4)cc3C(=O)N([C@@H](C)CO)C[C@@H]2C)c1 | 0.6 | -1 | -7 | -76
CO[C@@H]1CN(C)C(=O)c2cc(NC(=O)C3CCOCC3)ccc2OC[C@H](C)N(Cc2nccs2)C[C@@H]1C | 0.4 | -59 | · | 20
COc1ccc(NC(=O)Nc2ccc3c(c2)CC(=O)N([C@@H](C)CO)C[C@@H](C)[C@@H](CN(C)C)O3)cc1 | 0.8 | · | 1 | 6
CN(C)CC(=O)N[C@@H]1CC[C@@H](CCNC(=O)C2CC2)O[C@H]1CO | -0.8 | · | 3 | 25
O=C1CN(S(=O)(=O)c2cccc(F)c2)C[C@H]2[C@@H](c3ccc(-c4ccc(F)cc4)cc3)[C@H](CO)N12 | 0.4 | · | 14 | -14
CO[C@H]1CN(C)C(=O)c2cc(NS(=O)(=O)c3ccccc3)ccc2OC[C@H](C)N(C)C[C@@H]1C | -0.3 | -20 | -2 | ·
C[C@H](O)C#Cc1ccc2c(c1)O[C@H](CN(C)C(=O)Cc1ccccn1)[C@@H](C)CN([C@@H](C)CO)S2(=O)=O | -1.3 | · | -2 | -9
CCS(=O)(=O)N1CC2(CN(C(=O)c3ccc(F)cc3)[C@H](CO)c3[nH]c4cc(OC)ccc4c32)C1 | -0.4 | · | -2 | -25
CCCNC(=O)N[C@@H]1C=C[C@H](CC(=O)NC2CCC2)O[C@H]1CO | 0.5 | · | -2 | -5
C/C=C/c1ccc([C@@H]2[C@@H](CNC(=O)CC)N(Cc3ccccn3)[C@H]2CO)cc1 | 4.4 | 9 | 14 | 5
CCCN1[C@@H]2c3ccc(-c4ccc(C(=O)N(C)C)cc4)c(=O)n3C[C@@H]2[C@@H](CO)[C@@H]1C(=O)NCCOC | 5.7 | -14 | -3 | ·
CCCN(C)C[C@H]1Oc2cc(C#Cc3ccc(OC)cc3)ccc2S(=O)(=O)N([C@@H](C)CO)C[C@H]1C | -0.3 | 73 | 7 | -32
CC(=O)N1[C@H](C(=O)N2CCCCC2)[C@@H](CO)[C@@H]2Cn3c(ccc(-c4ccccc4)c3=O)[C@@H]21 | 0.0 | -1 | -1 | ·
C[C@H]1CN([C@@H](C)CO)C(=O)c2cccc(NC(=O)NC3CCCCC3)c2O[C@@H]1CN(C)Cc1ccc(C(=O)O)cc1 | -0.6 | -28 | 9 | -14
COCC(=O)N1[C@H](C#N)[C@@H](c2ccccc2C2=CCCCC2)[C@@H]1CO | -1.9 | · | -1 | 0
COCC(=O)Nc1ccc2c(c1)[C@@H]1C[C@H](CC(=O)NCc3ccccc3OC)O[C@@H](CO)[C@@H]1O2 | -3.0 | 27 | -2 | -2
C[C@@H]1CN([C@@H](C)CO)C(=O)Cc2cc(NC(=O)CCN3CCOCC3)ccc2O[C@H]1CN(C)S(=O)(=O)c1ccccc1 | -0.6 | · | -3&-6 | -6
C[C@@H]1CCCCO[C@@H](CN(C)Cc2ccc(C(=O)Nc3ccccc3N)cc2)[C@@H](C)CN([C@H](C)CO)C(=O)c2cc(NC(=O)Nc3ccccc3)ccc2O1 | 0.0 | 34 | · | -75
CCCC(=O)Nc1ccc2c(c1)C(=O)N(C)C[C@H](OC)[C@@H](C)CN(C(=O)C1CCCC1)[C@H](C)CO2 | -0.4 | -25 | 3 | 19
CCCNC(=O)N1[C@H](CO)[C@@H](c2ccc(-c3ccccc3)cc2)[C@@H]1CNC(C)=O | -0.2 | 1 | -1 | 2
COCC(=O)N1CC2(CCN(C(=O)NC(C)C)CC2)c2c(n(C)c3cc(OC)ccc23)[C@@H]1CO | 1.3 | · | -9 | -13

(listing goes on)
SMILES | KDM4C inh | Tcruzi prolif | C diff HTS | Pf Dd2 inh
Cn1cnc(S(=O)(=O)N[C@H]2CC[C@H](CC(=O)N3CCN(c4ccccc4)CC3)O[C@@H]2CO)c1 | 1.3 | -32 | · | 10
C[C@H](CO)N1C[C@H](C)[C@H](CN(C)C(=O)Cc2ccncc2)Oc2cc(C3=CCCCC3)ccc2S1(=O)=O | 0.0 | 64 | 4 | -69
COc1ccc2c3c(n(C)c2c1)[C@@H](CO)NCC31CN(C(=O)Nc2ccc(F)cc2F)C1 | -0.1 | · | 2 | -24
CS(=O)(=O)Nc1ccc2c(c1)[C@H]1C[C@H](CC(=O)NCc3ccc(-c4ccccc4)cc3)O[C@@H](CO)[C@H]1O2 | 0.1 | -19 | -2 | -7
COc1cccc(S(=O)(=O)Nc2ccc3c(c2)[C@@H]2C[C@H](CC(=O)N[C@@H](C)c4ccccc4)O[C@@H](CO)[C@@H]2O3)c1 | -2.6 | · | -12 | -9
C[C@@H]1CN([C@@H](C)CO)C(=O)CCCn2nncc2CO[C@@H]1CN(C)C(=O)Nc1ccnc(N2CCOCC2)c1 | · | 6 | 2 | 2
C[C@@H]1CCCCO[C@@H](CN(C)C(=O)Nc2ccc(F)cc2)[C@@H](C)CN([C@H](C)CO)C(=O)c2cc(NS(=O)(=O)c3cn(C)cn3)ccc2O1 | 0.0 | -17 | 3 | -28
C[C@@H]1CN([C@@H](C)CO)C(=O)c2cc(NC(=O)Nc3cccc4ccccc34)ccc2O[C@H]1CN(C)C(=O)Nc1ccccc1 | 1.0 | -4 | -3 | -30
C[C@@H]1CCCCO[C@@H](CN(C)Cc2ccc(C(=O)Nc3ccccc3N)cc2)[C@@H](C)CN([C@H](C)CO)C(=O)c2cc(NS(=O)(=O)c3ccc(F)cc3)ccc2O1 | -0.1 | · | 1 | -77
O=S(=O)(c1ccccc1)N1CCCCN2[C@H](CO)[C@@H](c3ccc(-c4ccccc4)cc3)[C@@H]2C1 | 0.5 | 49 | -8 | 5
COc1ccccc1CNC(=O)C[C@@H]1C[C@H]2c3cc(NC(=O)c4ccc5c(c4)OCO5)ccc3O[C@H]2[C@H](CO)O1 | 1.3 | 44 | 9 | -39
C[C@@H]1CCCCO[C@H](CN(C)CC2CCCCC2)[C@H](C)CN([C@H](C)CO)C(=O)c2cc(NC(=O)c3ccncc3)ccc2O1 | -0.1 | 16 | · | -61
C[C@H](CO)N1C[C@H](C)[C@H](CN(C)S(=O)(=O)c2cccs2)Oc2c(NC(=O)c3ccncc3)cccc2C1=O | -0.9 | -114 | -2 | 10
O=C(C[C@@H]1CC[C@H](NC(=O)c2ccncc2)[C@H](CO)O1)NCCc1ccncc1 | 3.1 | · | -5 | 3
O=C(N[C@@H]1CC[C@@H](CCn2cc(-c3ccccn3)nn2)O[C@H]1CO)c1ccncc1 | -0.4 | 4 | -1 | -8
O=C(C[C@H]1C=C[C@@H](NC(=O)Nc2ccccc2F)[C@H](CO)O1)NCc1ccc(-c2ccccc2)cc1 | -1.1 | 70 | · | ?
C[C@@H]1CN([C@@H](C)CO)C(=O)c2cc(C#Cc3ccc(F)cc3)cnc2O[C@H]1CN(C)S(C)(=O)=O | -1.8 | 4 | -5 | -25
CN(C)C(=O)c1ccc(-c2ccc(C3[C@H]4CNC[C@@H]3N4C(=O)Nc3ccccc3F)cc2)cc1 (stereo partly specified) | -0.5 | · | 6 | 1
C[C@@H]1CN([C@H](C)CO)C(=O)c2cc(NC(=O)Nc3cccc4ccccc34)ccc2O[C@@H]1CN(C)CC1CCCCC1 | 0.2 | -152 | · | 21
CC(C)NC(=O)N(C)C[C@@H]1Oc2ncc(C#Cc3ccncc3)cc2C(=O)N([C@@H](C)CO)C[C@@H]1C | 2.8 | -49 | 4 | 0
COc1ccc(CN(C)C[C@H]2Oc3ccc(NC(=O)Cn4cnnn4)cc3C(=O)N([C@@H](C)CO)C[C@H]2C)cc1 | -1.0 | 32 | 0 | 10
N#C[C@H]1[C@@H](c2ccccc2)[C@H](CO)N1C(=O)CCN1CCCCC1 | 0.7 | -51 | -14 | 7
O=C(C1CCOCC1)N1[C@@H](CO)[C@@H](c2ccccc2)C12CN(Cc1cccc(Cl)c1)C2 | 1.4 | · | 7 | -21
C[C@H](CO)N1C[C@H](C)[C@H](CN(C)Cc2ccccc2)Oc2ncc(-c3ccc(F)cc3)cc2C1=O | 3.2 | 8 | · | 4
COCC(=O)N(C)C[C@H]1Oc2cc(C#CCN(C)C)ccc2S(=O)(=O)N([C@@H](C)CO)C[C@H]1C | 2.1 | -4 | -2 | 27

Copied from above for reference:
SMILES | KDM4C inh | Tcruzi prolif | C diff HTS | Pf Dd2 inh
CS(=O)(=O)Nc1ccc2c(c1)[C@H]1C[C@H](CC(=O)NCc3ccc(-c4ccccc4)cc3)O[C@@H](CO)[C@H]1O2 | 0.1 | -19 | -2 | -7
COc1cccc(S(=O)(=O)Nc2ccc3c(c2)[C@@H]2C[C@H](CC(=O)N[C@@H](C)c4ccccc4)O[C@@H](CO)[C@@H]2O3)c1 | -2.6 | · | -12 | -9
C[C@@H]1CN([C@@H](C)CO)C(=O)CCCn2nncc2CO[C@@H]1CN(C)C(=O)Nc1ccnc(N2CCOCC2)c1 | · | 6 | 2 | 2
C[C@@H]1CCCCO[C@@H](CN(C)C(=O)Nc2ccc(F)cc2)[C@@H](C)CN([C@H](C)CO)C(=O)c2cc(NS(=O)(=O)c3cn(C)cn3)ccc2O1 | 0.0 | -17 | 3 | -28
C[C@@H]1CN([C@@H](C)CO)C(=O)c2cc(NC(=O)Nc3cccc4ccccc34)ccc2O[C@H]1CN(C)C(=O)Nc1ccccc1 | 1.0 | -4 | -3 | -30
C[C@@H]1CCCCO[C@@H](CN(C)Cc2ccc(C(=O)Nc3ccccc3N)cc2)[C@@H](C)CN([C@H](C)CO)C(=O)c2cc(NS(=O)(=O)c3ccc(F)cc3)ccc2O1 | -0.1 | · | 1 | -77
O=S(=O)(c1ccccc1)N1CCCCN2[C@H](CO)[C@@H](c3ccc(-c4ccccc4)cc3)[C@@H]2C1 | 0.5 | 49 | -8 | 5
COc1ccccc1CNC(=O)C[C@@H]1C[C@H]2c3cc(NC(=O)c4ccc5c(c4)OCO5)ccc3O[C@H]2[C@H](CO)O1 | 1.3 | 44 | 9 | -39
C[C@@H]1CCCCO[C@H](CN(C)CC2CCCCC2)[C@H](C)CN([C@H](C)CO)C(=O)c2cc(NC(=O)c3ccncc3)ccc2O1 | -0.1 | 16 | · | -61

(continued)
SMILES | KDM4C inh | Tcruzi prolif | C diff HTS | Pf Dd2 inh
O=C(CCN1CCCCC1)NCC[C@H]1CC[C@@H](NC(=O)C2CCCC2)[C@H](CO)O1 | -0.6 | 12 | -5 | 10
CC=Cc1ccc2n(c1=O)C[C@@H]1[C@@H](CO)[C@H](C(=O)NCC3CCCCC3)[C@H]2N1C(C)=O (mixture of isomers) | -0.1 | -38 | 1 | ·
COCCNC(=O)C[C@@H]1CC[C@H]2[C@@H](COC[C@@H](O)CN2C(=O)Nc2ccccc2OC)O1 | 3.6 | · | 0&-4 | 4
CO[C@@H]1CN(C)C(=O)c2cc(NS(C)(=O)=O)ccc2OC[C@@H](C)N(C(=O)NC(C)C)C[C@@H]1C | -0.9 | -38 | -1 | 46
C[C@H](CO)N1C[C@H](C)[C@H](CN(C)S(=O)(=O)c2cn(C)cn2)Oc2c(NC(=O)Nc3ccc(F)cc3)cccc2C1=O | 1.2 | · | 1 | 26
COCC#Cc1cnc2c(c1)C(=O)N([C@H](C)CO)C[C@@H](C)[C@@H](CN(C)C(=O)Nc1cccc(F)c1)O2 | 5.5 | 9 | 4 | 26
CCCC#Cc1cnc2c(c1)C(=O)N([C@H](C)CO)C[C@@H](C)[C@@H](CN(C)C(=O)Nc1ccccc1OC)O2 | 0.7 | -17 | 9 | -46
CO[C@H]1CN(C)C(=O)c2ccc(NC(=O)C3CC3)cc2OC[C@@H](C)N(Cc2nccs2)C[C@H]1C | 1.6 | 50 | · | ·
COc1cccc(-c2ccc([C@H]3[C@H]4CN(C(=O)C5CCOCC5)CC(=O)N4[C@H]3CO)cc2)c1 | -0.2 | · | 1 | 19
Cc1ccc(S(=O)(=O)N2C[C@H](O)COC[C@H]3O[C@@H](CC(=O)NCc4ccc(Cl)c(Cl)c4)CC[C@@H]32)cc1 | 2.3 | 57 | · | -11
C[C@@H]1CN([C@H](C)CO)C(=O)Cc2cc(NC(=O)CCC(F)(F)F)ccc2O[C@@H]1CN(C)C(=O)Nc1ccc(F)cc1 | 1.2 | 21 | 1 | 20
